# STK33 inh: human STK33 kinase inhibition; hit rate 0.073% among 320,000; inhibition, % at 10 µM; purified STK33, MBP phosphorylation, ADP-Glo luminescence;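 active means inhibition at or above 25%, using the most active replicate where run in duplicate; inactive means inhibition below 25%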
# OX1R antag: OX1R (human) antagonism. O43613. OX1R-expressing cells, FRET antagonist read-out. inhibition, % at 6.6 µM. hit rate 1.8% among 330,000. AID 485270; in the data active means inhibition mostly above about 38%, no sharp cut-off; inactive means mostly below about 40%;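 further: 0% = agonist challenge alone and 100% = reference antagonist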
# KCNQ2 block: KCNQ2 potassium channel inhibitors, primary screen, cell-based, CHO-K1, FluxOR thallium flux, B-score (AID 2156) | O88943 | 20 min; stronger effect = lower value | B-score at 10 µM | hit rate 1.1% among 310,000;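 active means fluorescence ratio B-score at most minus 3 library SDs, with starting brightness B-score within 2 library SDs, cut at about -5.5 in these data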
# Target sequence (O88943 whole entry, looked up): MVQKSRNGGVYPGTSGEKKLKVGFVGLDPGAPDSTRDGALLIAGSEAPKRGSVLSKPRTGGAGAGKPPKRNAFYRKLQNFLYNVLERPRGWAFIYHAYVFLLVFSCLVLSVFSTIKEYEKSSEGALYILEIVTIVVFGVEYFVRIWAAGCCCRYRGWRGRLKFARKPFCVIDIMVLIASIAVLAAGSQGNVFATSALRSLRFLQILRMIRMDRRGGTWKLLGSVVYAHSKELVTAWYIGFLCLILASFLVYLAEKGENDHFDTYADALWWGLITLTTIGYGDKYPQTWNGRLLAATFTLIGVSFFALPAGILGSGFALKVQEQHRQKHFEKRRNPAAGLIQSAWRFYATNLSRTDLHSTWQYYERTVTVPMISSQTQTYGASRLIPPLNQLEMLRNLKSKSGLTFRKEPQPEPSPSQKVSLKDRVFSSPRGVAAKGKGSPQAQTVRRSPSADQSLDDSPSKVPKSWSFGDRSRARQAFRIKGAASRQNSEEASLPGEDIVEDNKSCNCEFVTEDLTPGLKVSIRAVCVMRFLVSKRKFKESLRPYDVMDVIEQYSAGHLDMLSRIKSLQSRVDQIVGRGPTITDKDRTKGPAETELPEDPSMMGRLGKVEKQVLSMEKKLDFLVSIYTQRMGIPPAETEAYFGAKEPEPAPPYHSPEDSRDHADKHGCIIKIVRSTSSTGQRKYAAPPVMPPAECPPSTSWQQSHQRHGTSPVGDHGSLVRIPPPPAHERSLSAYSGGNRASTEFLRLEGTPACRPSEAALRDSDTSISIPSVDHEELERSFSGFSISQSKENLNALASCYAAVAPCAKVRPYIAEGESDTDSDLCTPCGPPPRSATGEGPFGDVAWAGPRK
# Starred values were filed as active, the others as inactive; i = inactive; nt = not tested or not shown.
SMILES,STK33 inh,OX1R antag,KCNQ2 block
O=C(CSc1ccc2c(c1)OCCO2)NCCc1ccc(Cl)cc1Cl,-0.7,27,i
Cc1c(Cl)cccc1NC(=O)c1ccco1,-1.5,1,i
CCc1ccc(N(CC(=O)NC2CCCCC2)C(=O)CCC(=O)Nc2ccccn2)cc1,-1.3,3,i
COc1ccc(NC(=O)COC(=O)CCNS(=O)(=O)c2ccc(Cl)cc2)cc1,0.1,11,i
COCCCNC(=O)c1ccccc1N(Cc1ccccc1)S(=O)(=O)c1ccccc1,-1.1,13,i
Cc1ccc2[nH]c3c(c2c1)CCN1C(=O)OC(C)(C)C31C (stereo not drawn),-1.0,5,i
CC(=O)N1CCN(S(=O)(=O)c2ccccc2)C1c1ccccc1 (stereo not drawn),-1.0,9,i
COc1ccc(NC(=O)c2ccc(C#CC(C)(C)O)cc2)cc1,-3.7,31,i
S=C1NCCC12C(=S)Nc1ccccc12 (stereo not drawn),-1.2,14,i
O=C(c1cccc(S(=O)(=O)Nc2ccc(Br)cc2)c1)N1CCC1,8.4,7,i
COc1ccc(CCNC(=O)CS(=O)(=O)c2cn(CC(=O)N3CCCC3)c3ccccc23)cc1OC,-0.6,25,i
CCn1c(C)c(C(C)=O)c(N2CCN(C(c3ccccc3)c3ccccc3)CC2)nc1=S,0.5,9,i
Cc1cccc(N2C(=O)c3cccc4c(N(C)CCO)ccc(c34)C2=O)c1,-0.6,31,i
COc1ccc(C(=S)N2CCN(S(=O)(=O)c3ccccc3)CC2)cc1,-0.8,3,i
Cc1ccccc1-c1ccc(C(=O)NCc2ccccc2)o1,0.6,22,i
O=C(O)c1cc(N=Cc2c(O)c3ccccc3oc2=O)ccc1O,15,nt,i
CCc1[nH]nc(C(=O)N2CCCC(CO)(Cc3ccc(F)cc3F)C2)c1C (stereo not drawn),-1.2,28,i
Cc1cccc(NS(=O)(=O)c2ccc3c(c2)OCCO3)c1,-0.4,6,i
Cc1cccc(-c2nc(CS(=O)CC(=O)NCC3CCCO3)c(C)o2)c1 (stereo not drawn),-0.3,1,i
COC(=O)c1cc(S(=O)(=O)NC2CCCCC2)cn1C,-0.6,3,i
Cc1ccc(C(=O)c2c3ccccc3[n+]([O-])n2[C@@H](C)C(N)=O)cc1,-2.2,22,i
C[C@H](CO)N1C[C@H](C)[C@@H](CN(C)C)Oc2c(NC(=O)CCCCCC(=O)Nc3ccccc3N)cccc2C1=O,0.8,8,nt
C(=N\n1cnnc1)/c1ccc2c(c1)OCCO2,-0.2,8,i
C=CCn1c2ccccc2c2nnc(SCC(N)=O)nc21,0.6,17,i
CN(Cc1ccncc1)C1CC(=O)N(c2ccc(Cl)cc2)C1=O (stereo not drawn),-0.4,10,i
CC(=O)c1cccc(NC(=O)CCS(=O)(=O)c2cccc3nonc23)c1,-1.6,58*,nt
CS(=O)(=O)c1ccc(Cl)c(NC(=O)c2cccc(N3C(=O)CCC3=O)c2)c1,-1.3,11,i
OCCOCCNc1ncnc2nc[nH]c12,1.2,10,i
COc1ccc(/C=C2\CCCCC2=O)cc1,-4.5,1,i
Cc1ccc(C(=O)NNC(=O)c2ccccc2)cc1S(=O)(=O)N1CCCCC1,-1.5,9,nt
NC(=O)c1ccccc1NC(=O)/C=C/C(=O)O,-0.6,13,i
O=C1c2[nH]nc(-c3ccccc3O)c2C(c2ccc(F)cc2)N1CC1CCCO1 (stereo not drawn),0.2,3,i
C/C(=N\NC(=O)Cc1ccccc1)c1cccnc1,-1.1,11,i
C=CCNC(=S)N1CCN(c2cccc(C(F)(F)F)c2)CC1,-1.3,20,i
COc1ccccc1-c1csc(Cc2nnc3n2CCCCC3)n1,-0.3,12,i
O=C(Cc1ccc(S(=O)(=O)N2CCCCC2)s1)Nc1cccc2ccccc12,-1.2,1,i
Cc1cccc2c(=O)c(C(=O)NCc3cccs3)c[nH]c12,1.8,15,i
COCCNC(=O)C(c1ccc(F)cc1)N(Cc1ccccc1)C(=O)CCC(=O)Nc1ccccn1 (stereo not drawn),-1.9,70*,i
O=C(Nc1c(Cl)cccc1Cl)c1cc(=O)n(Cc2ccccc2)c(=O)[nH]1,-0.5,23,i
OCCCNCc1cccc2ccccc12,-1.0,15,i
O=C(CCn1c(=O)c2ccccc2n(CC(=O)NC2CCCC2)c1=O)NCCc1ccc(Cl)cc1,0.3,4,i
O=C(c1ccc(C(=O)N2CCCc3ccccc32)s1)N1CCCc2ccccc21,-1.3,25,i
CN(Cc1ccccc1)C(=O)c1[nH]cnc1C(=O)NCCCCCNC(=O)OC(C)(C)C,-0.3,5,nt
NNC(=O)c1[nH]c2ccc(Cl)cc2c1-c1ccccc1,0.3,5,i
CC(C)Cc1nc2sc3c(SCC(N)=O)ncnc3c2c2c1CCC2,-0.6,0,i
CCCCc1ccc(S(=O)(=O)Nc2cc(C)on2)cc1,-2.5,10,i
CNC(=O)c1sc(-c2ccc(Cl)cc2)nc1C,-0.1,47,i
O=C(c1ccc2c(c1)OCCCO2)N1CCCCC1,-0.8,4,i
O=C(Nc1cccc(S(=O)(=O)N2CCCCCC2)c1)C1CCN(C(=O)c2ccc(Cl)cc2)CC1,-0.9,14,i
CC(=O)N1CCOc2ccc(S(=O)(=O)N3CCC(C(=O)NCc4ccc(C)cc4)CC3)cc21,0.2,5,i
CC(=O)N(CC(C)C(=O)O)c1c(I)cc(I)c(N)c1I (stereo not drawn),-1.5,9,nt
CCOc1ccc(N(CC(=O)Nc2ccc(C)c(C)c2)S(=O)(=O)c2c(C)[nH]c(=O)[nH]c2=O)cc1,-1.1,1,i
CCCC(=O)NCCc1nc2ccccc2n1CC(=O)c1ccccc1,-0.3,15,i
Cc1cccc(C)c1OCCN1CCCC1,-2.0,1,i
OCC1(Cc2ccccc2)CCN(C2CCN(c3ccc(F)c(F)c3)CC2)CC1,-1.7,14,i
CN(C)Cc1c(C(=O)N/N=C/c2ccco2)nnn1-c1nonc1N,0.1,8,i
N#Cc1ccsc1NC(=O)COC(=O)CCS(=O)(=O)c1ccccc1,-1.5,6,nt
O=C1c2ccccc2S(=O)(=O)N1Cc1cc(=O)n2ccsc2n1,-0.6,19,i
O=C1CC(/C=C/c2ccccc2)(C(=O)NC2CCCC2)N1c1ccc(S(=O)(=O)N2CCCC2)cc1 (stereo not drawn),-0.5,1,i
O=S(=O)(c1ccc(OC(F)(F)F)cc1)N1CCCC(c2ccccc2)C1 (stereo not drawn),-0.1,-5,-5.7*

# New compounds follow.
SMILES,STK33 inh,OX1R antag,KCNQ2 block
COC(=O)c1ccc(CNC(=O)COC(=O)c2cccs2)cc1,-0.6,9,nt
CCC(=O)N1CCN(c2ccc(NC(=O)COc3ccccc3[N+](=O)[O-])cc2)CC1,-1.1,20,i
O=C(NCc1ccco1)c1ccc(N2CCCCC2)c([N+](=O)[O-])c1,1.5,14,i
COc1ccc(Br)cc1-c1noc(-c2ccccc2F)n1,1.2,16,i
COc1ccc(-c2ccc3nnc(SCC(=O)NCC4CCCO4)n3n2)cc1 (stereo not drawn),0.2,28,i
Cc1ccc(CNC(=O)c2cccnc2Cl)cc1,-1.8,11,i
Cc1ccc(NS(=O)(=O)c2cccc([N+](=O)[O-])c2)nc1,-1.0,14,i
O=C(O)/C=C\C(=O)Nc1cccc(NC(=O)c2ccccc2)c1,-0.2,17,i
CC(C)CC(=O)N1CCN(c2ccc([N+](=O)[O-])cc2Cl)CC1,-1.2,41,i
COC(=O)C1=C(C)N(Cc2ccccc2)C(=NCCc2cccnc2)N[C@H]1c1ccc(Br)cc1,-0.1,-2,nt
CC(C)CC1=NN(C(=O)c2ccco2)C(O)(C(F)(F)F)C1 (stereo not drawn),2.2,8,i
COc1ccc(CN(CC(=O)NCC2CCCO2)C(=O)CCC(=O)Nc2cc(C)on2)cc1 (stereo not drawn),-0.1,21,i
CC(C)c1nc2sc3c(NCc4ccccc4)ncnc3c2c2c1COC(C)(C)C2,-1.6,19,i
O=C(COc1ccccc1)OCC(=O)N1CCCc2ccccc21,-1.7,3,i
CCOc1ccc(OCCC(=O)N2CCc3cc(OC)c(OC)cc3C2)cc1,0.1,5,i
C=CCNC(=O)C1CCN(c2nc(C)cc(-c3ccccc3)n2)CC1,0.0,7,i
O=C(NCCCn1ccnc1)c1nn2c(C(F)(F)F)cc(-c3ccccc3)nc2c1Cl,-0.4,30,i
O=C(Nc1cccc2cccnc12)c1cc(F)c(F)cc1Cl,-0.2,8,i
O=C(NC1CCN(Cc2ccccc2)CC1)c1ccc(CS(=O)c2ccc(F)cc2)o1 (stereo not drawn),0.1,14,i
COCCCNC(=O)c1cc(Sc2ccc(F)cc2)nc2ccccc12,-2.6,45,i
Cc1ccc(CN(C(=O)c2ccco2)C2CCS(=O)(=O)C2)cc1 (stereo not drawn),-1.9,39,i
O=C(CSc1nnc(CNC(=O)c2c(F)cccc2Cl)o1)Nc1ccccc1,-0.7,3,i
Cc1nn(-c2cccc([N+](=O)[O-])c2)c(N)c1-c1ccccc1,-0.3,41*,i
N#Cc1cc([N+](=O)[O-])ccc1N1CCCC1,1.5,31,i
Cc1c(-c2ccccc2)oc2c(C(=O)N3CCN(c4ccc([N+](=O)[O-])cc4)CC3)cccc2c1=O,-1.1,3,i
Cc1ccc(NS(=O)(=O)c2ccc(C(C)(C)C)cc2)cn1,-2.7,10,i
Cc1sc2ncnc(N3CCC(C(=O)N(C)CC(=O)Nc4ccccc4Cl)CC3)c2c1C,-0.6,14,i
CC(C)c1cccc(-c2ccc3c(c2)S(=O)(=O)c2cccc(C(=O)NCc4ccccc4)c2C3=O)c1,0.4,3,nt
CN(Cc1ccccc1)C(=O)CSc1n[nH]c(N)n1,-0.5,8,i
CCc1ccc(NC(=O)CSc2nnc(-c3cnccn3)n2C)cc1,-0.4,2,i
COc1nc(OC)nc(N2CCC(C(=O)Nc3cccc4ccccc34)CC2)n1,-1.3,12,i
COC(=O)CC(NC(=O)c1cccs1)c1ccc(OC)c(OC)c1 (stereo not drawn),0.2,6,i
COc1ccc(NC(=O)c2cccnc2)cc1,-0.1,-2,i
CN(C)CCCOC(=O)c1ccc(Br)cc1,-0.5,10,i
CCOC(=O)/C(C#N)=C/c1cn(CCC(=O)O)nc1-c1ccc(Br)cc1,0.2,18,i
Cc1ccc(NC(=O)NCc2cccnc2)cc1C,-1.6,8,i
COc1cccc(NC(=O)c2ccc3snnc3c2)c1,2.2,21,i
COCc1ccc(C(=O)N2CCCC(CNC(=O)c3ccc(F)cc3)C2)o1 (stereo not drawn),-2.0,3,i
COc1cccc2c1CCC(NC(C)=O)C2=O (stereo not drawn),-2.2,10,i
CCc1cc(=O)oc2c(C)c(OCC(=O)NCc3ccccn3)ccc12,-0.6,2,i
N#Cc1c(-c2ccccc2)ccnc1N1CCOCC1,-0.5,8,i
CN(CCOc1ccc(Br)cc1)C(=O)CNC(=O)c1ccc2ccccc2c1,-2.0,11,-6.5*
O=[N+]([O-])c1ccc(N2CCN(S(=O)(=O)c3ccc(Cl)c(Cl)c3)CC2)cc1NCCN1CCOCC1,-0.8,1,i
OC(c1ccccc1)c1ccncc1 (stereo not drawn),-1.0,21,i
O=[N+]([O-])c1ccc(N=NN(CCO)CCO)cc1,-1.5,47*,i
CC(=O)NC(Cc1ccc(F)cc1)C(=O)NC1CCN(c2ncccc2[N+](=O)[O-])CC1 (stereo not drawn),-2.2,13,i
c1csc(CNc2nc3ccccc3n2CCN2CCOCC2)c1,1.6,16,i
COc1ccc(CNC(=O)CCc2cc(OC)c(OC)c(OC)c2)cc1,-1.6,-8,i
COc1ccc(C(=O)CC(=O)C(=O)Nc2ccc(OC)c(Cl)c2)cc1,-0.5,5,i
CC(NC(N)=O)C(=O)Nc1ccc(Cl)c(S(=O)(=O)Nc2ccc(Br)cc2)c1 (stereo not drawn),0.2,20,i
CCOC(=O)c1sc2ccccc2c1OC(=O)c1ccc(C)cc1,nt,20,i
O=C(CSc1ccc(F)cc1)NC1CCCCC1,0.1,24,i
COc1ccc(-c2n[nH]c(=S)n2CC(C)C)cc1,-2.0,-2,i
CCOc1ccc(S(=O)(=O)N2CCCC(C(=O)N3CCOCC3)C2)cc1 (stereo not drawn),-1.1,34,i

# Twelve entries from above, arranged by number of heavy atoms, lowest first.
SMILES,STK33 inh,OX1R antag,KCNQ2 block
OC(c1ccccc1)c1ccncc1 (stereo not drawn),-1.0,21,i
COc1cccc2c1CCC(NC(C)=O)C2=O (stereo not drawn),-2.2,10,i
O=C(CSc1ccc(F)cc1)NC1CCCCC1,0.1,24,i
Cc1ccc(NC(=O)NCc2cccnc2)cc1C,-1.6,8,i
N#Cc1c(-c2ccccc2)ccnc1N1CCOCC1,-0.5,8,i
CCOC(=O)c1sc2ccccc2c1OC(=O)c1ccc(C)cc1,nt,20,i
COc1ccc(C(=O)CC(=O)C(=O)Nc2ccc(OC)c(Cl)c2)cc1,-0.5,5,i
COc1ccc(CNC(=O)CCc2cc(OC)c(OC)c(OC)c2)cc1,-1.6,-8,i
COCc1ccc(C(=O)N2CCCC(CNC(=O)c3ccc(F)cc3)C2)o1 (stereo not drawn),-2.0,3,i
CN(CCOc1ccc(Br)cc1)C(=O)CNC(=O)c1ccc2ccccc2c1,-2.0,11,-6.5*
CC(=O)NC(Cc1ccc(F)cc1)C(=O)NC1CCN(c2ncccc2[N+](=O)[O-])CC1 (stereo not drawn),-2.2,13,i
O=[N+]([O-])c1ccc(N2CCN(S(=O)(=O)c3ccc(Cl)c(Cl)c3)CC2)cc1NCCN1CCOCC1,-0.8,1,i
